Assay outcomes as filed in PubChem BioAssay.
HT1080 IDH1KD tx – toxicity to HT-1080 IDH1 knockdown cells (counter line); HT-1080 IDH1 knockdown viability, ATP luminescence, 48 h; Potency, µM (titrated, usually from 46.1 µM), for inactives: at the highest dose activity, negative = toxicity, actives largely listed as cytotoxic; 360,000 compounds, 2% hits;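 also: potency is read from the fitted curve at half-maximal effect; 0% = DMSO wells and -100% = cell-free medium wells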
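CellTiter-Glo luminescence after 48 h compound exposure at 37 degrees C of IDH1-knockdown HT-1080 cells in 5% FBS RPMI. %Activity scaled between DMSO wells and cell-free media wells, with curves fitted and assigned curve classes.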
KB-V1 cytotox – KB-V1 MDR subline cytotoxicity | KB-V1 MDR cells viability, CellTiter-Glo, 72 h | 400,000 compounds, 3.4% hits | Potency, µM (series often up to 46.1 µM), for inactives: top-dose activity change, negative = cytotoxicity, hits mostly cytotoxic; also: potency is read from the fitted curve at half-maximal effect; % is scaled to controls: 0 for no effect and ±100 for the full control effect; nearly all actives have a fitted effect of over 60% in size
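Compound-treated KB-V1 multidrug-resistant cells, 72 h, 37 degrees C; viability by CellTiter-Glo. Fitted qHTS curves give the values.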
IL-1B inflam inh – inhibitors of inflammasome signaling (IL-1 beta secretion). THP-1 LPS/ATP IL-1B secretion, AlphaLISA, 16 h; active compounds read low. AID 743279. 360,000 compounds, 4.7% hits. activity change, % at 57.5 µM; in the data active = activity change below about -50%; inconclusive = mostly about -30% to -49%; also: % is scaled to controls: 0 for no effect and ±100 for the full control effect
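THP-1 cells pretreated 1 hr with compounds (up to 57.5 uM final), then stimulated with LPS (250 ng/mL final) plus ATP (1.25 mM final); secreted IL-1B measured by AlphaLISA after 16 hr, decreased signal indicating inhibition.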
HT1080-NT tox – kills 2HG-producing HT-1080-NT fibrosarcoma cells; HT-1080-NT fibrosarcoma viability, CellTiter-Glo ATP luminescence, 48 h; Potency, µM (doses to about 46.1 µM), without a hit: at the top dose activity, negative = less viability, actives largely listed as cytotoxic; 360,000 compounds, 1.6% hits; AID 686970;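 also: NT is the 2HG producing partner of a matched IDH1 knockdown line; potency is read from the fitted curve at half-maximal effect; 0% = DMSO-treated cells and -100% = media-only wells without cells; nearly all actives have a fitted effect of over 55% in size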
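Toxicity toward the 2HG-producing NT line was scored as %Activity, normalised to DMSO and no-cell wells, from CellTiter-Glo luminescence after 48 hours' treatment.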
MCF10A rereplic – inducers of DNA re-replication in MCF 10A breast cells | 350,000 compounds, 2.9% hits | MCF 10A DNA re-replication, Hoechst nuclear intensity, 48 h | AID 624296 | Potency, µM (titrated, usually from 46.1 µM), without a hit: top-dose activity, positive = re-replication, most hits filed as activators; also: potency is read from the fitted curve at half-maximal effect; % of control where 0% means no effect; nearly all actives have a fitted effect of over 50% in size
ATXN2 expr inh – ATXN2 expression inhibition; AID 1745845; HEK-293 ATXN2-luciferase reporter, luminescence, 24 h; 360,000 compounds, 0.72% hits; Potency, µM (doses to about 57 µM), for the others: at the top dose activity change, negative = inhibition, actives largely listed as inhibitors; also: potency is read from the fitted curve at half-maximal effect; % is scaled to controls: 0 for no effect and ±100 for the full control effect; nearly all actives have a fitted effect of over 55% in size
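qHTS (up to 57 uM final) was run with 24 h compound exposure of reporter cells at 37 °C. Each well was multiplexed: SteadyGlo luminescence measured ATXN2-luciferase expression after a fluorogenic Gly-Phe-AFC viability readout (25 uM final).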
S2 tox – reduces viability in counter-screen for ATXN expression inhibitors. 400,000 compounds, 0.49% hits. S2 cells (HEK-293 line with an ATXN2-luciferase reporter) viability, CellTiter-Fluor protease fluorescence, 24 h. Potency, µM (top dose mostly 56.7 µM), usual class: cytotoxic. AID 651635; also: potency is read from the fitted curve at half-maximal effect; nearly all actives have a fitted effect of over 40% in size
KB-3-1 cytotox – kills parental KB-3-1 adenocarcinoma cells; KB-3-1 viability, CellTiter-Glo ATP luminescence, 72 h; Potency, µM (doses to about 46.1 µM), for inactives: at the top dose activity change, negative = cytotoxic, actives largely listed as cytotoxic; 400,000 compounds, 1.4% hits; also: potency is read from the fitted curve at half-maximal effect; % is scaled to controls: 0 for no effect and ±100 for the full control effect; nearly all actives have a fitted effect of over 60% in size
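Parental KB-3-1 viability, qHTS format: 72 h compound exposure, 37 °C; CellTiter-Glo; media-only wells and DMSO plates as controls; concentration-effect fits on corrected data.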
SW480 rereplic – inducers of DNA re-replication in SW480 colon cancer cells; 340,000 compounds, 1.8% hits; SW480 DNA re-replication, Hoechst DNA content imaging, 48 h; Potency, µM (titrated, usually from 46.1 µM), for the others: at the top dose re-replication activation, hits mostly activators; AID 624297; also: potency is read from the fitted curve at half-maximal effect; % of control where 0% means no effect; nearly all actives have a fitted effect of over 55% in size
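Treated cells incubate 48 hr (37 C, 5% CO2), are stained 40 min with Hoechst, and nuclear fluorescence is enumerated; a rise in nuclei with high DNA signal marks re-replication.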
The depositor's hits bear a star; i = inactive; ? = inconclusive; . = not tested or not shown; [ ] = another dose, or the depositor's remark. Unless noted, calls follow the shape of the dose curve; as a rule, active = well fitted curve in the direction sought with a large enough effect; inconclusive = small, poorly fitted or top-dose-only effect, or another doubt; inactive = no such curve, though single readings can be large; an effect the other way counts as inactive or inconclusive.

1	Nc1cc(OC(=O)c2cccs2)nn1S(=O)(=O)c1ccc(F)cc1
2	Cc1nc(-c2ccc(S(=O)(=O)NCc3ccc(OC(C)C)cc3)cc2)co1
3	CCn1c(-c2ccccc2)c(C(=O)O)c2ccccc21
4	CCSc1ccc([C@@H]2[C@@H]3C(=O)N(C)C(=O)[C@@H]3[C@]3(C(=O)OC)CCCCN23)cc1
5	COc1ccccc1C(=O)COC(=O)C1CCN(S(=O)(=O)c2ccccc2)CC1
6	Cc1ccccc1-c1ncc(CN2CCN(C3CCCCC3)C(CCO)C2)cn1 (configuration not stated)
7	O=C(CSc1nnnn1-c1ccccc1)NCC1(N2CCOCC2)CCCCC1
8	CCOc1ccc(N=C2NC(=O)C(CC(=O)O)S2)cc1 (configuration not stated)
entry no.	1	2	3	4	5	6	7	8
HT1080 IDH1KD tx	?	.	9%	-1%	6%	12%	0%	20%
KB-V1 cytotox	0%	0%	-1%	-12%	11%	?	0%	1%
IL-1B inflam inh	-6	.	55	?	0	3	1	10
HT1080-NT tox	-13%	.	5%	2%	1%	23%	8%	23%
MCF10A rereplic	-2%	.	-4%	0%	.	-2%	?	1%
ATXN2 expr inh	-14%	-12%	0%	-21%	.	.	4%	33%
S2 tox	i	i	i	i	i	i	i	i
KB-3-1 cytotox	-2%	-1%	0%	0%	4%	-1%	3%	1%
SW480 rereplic	-7%	.	-5%	0%	.	6%	-6%	-30%

9	CN(CCc1ccccn1)C(=S)Nc1cccc(S(=O)(=O)N(C)C)c1
10	CCOc1ccc(C(=O)Nc2ccc(-c3nc4cc(C)ccc4o3)cc2)cc1
11	CC(=O)c1c(C)oc2ccc(N(C(=O)Oc3ccccc3)S(=O)(=O)c3ccc(C(C)(C)C)cc3)cc12
12	CCCCc1ccc(NC(=O)c2cc(-c3ccc(C)c(F)c3)on2)cc1
13	Clc1ccc(CSc2nnc(-c3cccnc3)o2)cc1
14	CCOc1ccc(NC(=O)CN(c2ccc(CC)cc2)S(=O)(=O)c2c(C)noc2C)cc1
15	Cc1n(Cc2ccccc2)c2cc([N+](=O)[O-])ccc2[n+]1Cc1ccccc1
16	C=Cn1cc[n+](CC(=O)c2cc(C(C)(C)C)c(O)c(C(C)(C)C)c2)c1
entry no.	9	10	11	12	13	14	15	16
HT1080 IDH1KD tx	7%	.	.	.	-6%	.	1%	-14%
KB-V1 cytotox	-12%	-42%	-14%	0%	-43%	6%	21%	?
IL-1B inflam inh	27	.	.	.	-20	.	-14	-13
HT1080-NT tox	17%	.	.	.	-3%	.	0%	-27%
MCF10A rereplic	-1%	.	.	.	0%	.	-6%	-13%
ATXN2 expr inh	-1%	42%[activator]	-8%	7%	102%[activator]	6%	.	-20%
S2 tox	i	i	i	i	i	i	i	i
KB-3-1 cytotox	-9%	?	?	0%	-4%	3%	-2%	?
SW480 rereplic	?	.	.	.	3%	.	1%	-17%

17	O=C1CC(c2cccc(O)c2)c2cc3c(cc2N1)OCO3 (configuration not stated)
18	C/C(=N\NC(=O)COc1ccc(C)cc1[N+](=O)[O-])c1ccc2c(c1)OCCO2
19	O=C(c1ccc(Cl)c(S(=O)(=O)N2CCOCC2)c1)N1CCCCC1
20	Cc1cc(O)c(C(=O)/C=C/c2c(F)c(F)c(F)c(F)c2F)c(=O)o1
21	Cc1sc2nc(-c3ccco3)oc(=O)c2c1C
22	COc1cc(C(=S)N2CCOCC2)cc(OC)c1OC(=O)c1cccc(C)c1
23	COCCSc1ccccc1C(=O)N1CCN(c2ccccc2OC)CC1
24	COCCN(C(=O)c1ccc(NC2CC2)c([N+](=O)[O-])c1)c1c(N)n(CC(C)C)c(=O)[nH]c1=O
entry no.	17	18	19	20	21	22	23	24
HT1080 IDH1KD tx	.	-10%	8%	-1%	21%	-4%	6%	4%
KB-V1 cytotox	25%	?	8%	2%	15%	3%	-5%	-4%
IL-1B inflam inh	.	0	6	20	53	23	-1	3
HT1080-NT tox	.	-12%	14%	-3%	12%	-6%	7%	-4%
MCF10A rereplic	.	11%	1%	?	3%	0%	-1%	0%
ATXN2 expr inh	-7%	7%	21%	.	6%	.	.	.
S2 tox	i	i	i	.	i	i	i	i
KB-3-1 cytotox	5%	6%	16%	-8%	-2%	-3%	1%	2%
SW480 rereplic	.	-6%	?	-9%	2%	3%	-3%	0%

Record cards, from the list above. Order of values: HT1080 IDH1KD tx, KB-V1 cytotox, IL-1B inflam inh, HT1080-NT tox, MCF10A rereplic, ATXN2 expr inh, S2 tox, KB-3-1 cytotox, SW480 rereplic
Entry for O=C(c1ccc(Cl)c(S(=O)(=O)N2CCOCC2)c1)N1CCCCC1 = 8%, 8%, 6, 14%, 1%, 21%, i, 16%, ?
Entry for O=C1CC(c2cccc(O)c2)c2cc3c(cc2N1)OCO3 (configuration not stated) = ., 25%, ., ., ., -7%, i, 5%, .
Entry for Cc1sc2nc(-c3ccco3)oc(=O)c2c1C = 21%, 15%, 53, 12%, 3%, 6%, i, -2%, 2%
Entry for COc1cc(C(=S)N2CCOCC2)cc(OC)c1OC(=O)c1cccc(C)c1 = -4%, 3%, 23, -6%, 0%, ., i, -3%, 3%

Following part
25	CN(C(=O)CSc1nc2ccccc2n1CC(=O)NCc1ccc(F)cc1)c1ccc(F)cc1
26	COc1ccc2cc(Br)ccc2c1CC(=O)N(C)C
27	CC(=O)Nc1ccc(S(=O)(=O)n2nc(C)cc2C)cc1
28	Cc1cc(C)c(S(=O)(=O)N2CCN(Cc3nc4ccc(C)cc4o3)CC2)c(C)c1
29	COc1ccc(OC)c(CN2CCC(C(=O)N3CCN(c4ccccc4F)CC3)CC2)c1
30	Nc1ccc2c(S(=O)(=O)O)cccc2c1S(=O)(=O)O
31	O=C(NCc1ccco1)c1cc(-c2ccc3c(c2)OCO3)on1
32	Cc1ccc(NC(=O)Cn2cnc3cc([N+](=O)[O-])ccc3c2=O)c(Cl)c1
entry no.	25	26	27	28	29	30	31	32
HT1080 IDH1KD tx	.	-16%	0%	.	1%	9%	?	-21%
KB-V1 cytotox	-9%	-10%	-4%	-13%	?	3%	-2%	0%
IL-1B inflam inh	.	-1	16	.	0	11	0	12
HT1080-NT tox	.	-18%	-4%	.	1%	12%	2.2µM*	-4%
MCF10A rereplic	.	0%	0%	.	14%	-16%	6%	10%
ATXN2 expr inh	-9%	-27%	8%	-35%	-15%	1%	-6%	-12%
S2 tox	i	i	i	?	i	i	?	i
KB-3-1 cytotox	-8%	-8%	0%	-16%	-16%	9%	5%	1%
SW480 rereplic	.	6%	-8%	.	-694%[inhibitor]	-6%	2%	-5%

33	O=C(N/C(=C\c1ccccc1)C(=O)N1CCOCC1)c1cccc(Br)c1
34	COc1ccc(Br)c(C(=O)Nc2cccc(S(=O)(=O)N3CCOCC3)c2)c1
35	Cc1ccc2nc(NC(=O)C3CCCN(S(=O)(=O)c4cnc[nH]4)C3)sc2c1 (configuration not stated)
36	COc1ccc(NS(=O)(=O)c2cc(S(C)(=O)=O)ccc2C)cc1
37	Cc1ccc(C)c(NC(NC(=O)c2cccnc2)C(Cl)(Cl)Cl)c1 (configuration not stated)
38	CCN1C(=O)/C(=C/C=C2/SCCN2C)SC1=S
39	Cc1ccnc(NC(=O)c2ccc3c(c2)NC(=O)C(C)S3)c1 (configuration not stated)
40	CCn1cc(S(=O)(=O)Nc2cc(C(=O)OC)ccc2C)cn1
entry no.	33	34	35	36	37	38	39	40
HT1080 IDH1KD tx	-11%	0%	-2%	21%	-21%	11%	-16%	?
KB-V1 cytotox	.	0%	3%	-27%	-17%	27%	-18%	-19%
IL-1B inflam inh	13	14	8	-9	12	?	-14	58
HT1080-NT tox	-6%	-2%	-6%	3%	-23%	14%	-6%	-25%
MCF10A rereplic	?	-5%	20%	-4%	0%	-2%	3%	?
ATXN2 expr inh	6%	.	13%	4%	-21%	56%[activator]	?	11%
S2 tox	i	i	i	i	i	i	i	i
KB-3-1 cytotox	.	-1%	-16%	-3%	-4%	12%	18µM*	?
SW480 rereplic	-1%	-14%	17%	-1%	-3%	-8%	5%	?

41	O=c1c2ccc(Cl)cc2nc(-c2cccc(C(F)(F)F)c2)n1O
42	O=C(N/N=C/c1cccc(OCc2ccccc2)c1)c1cccs1
43	S=C(NCCc1ccccc1)NCc1cccc(Cl)c1
44	CCO[C@H]1OC(C(=O)N2CCCCCCC2)=C[C@@H](c2ccccc2)[C@@H]1CCCO
45	COc1cc(C2C3=C(COC3=O)Oc3cc4c(cc32)OCO4)ccc1OC(C)=O (configuration not stated)
46	COc1cc(OC)cc(C(=O)Nc2cccc3nc(C)ccc23)c1
47	COC(=O)NC(NC(=S)Nc1ccccc1OC)C(Cl)(Cl)Cl (configuration not stated)
48	O=C(NCCc1ccccc1)c1ccccc1NC(=O)C1CC=CCC1C(=O)O (configuration not stated)
49	COC(=O)c1ccccc1NC(=O)CN1CCC(NC(=O)c2ccc(C)cc2)CC1
50	Cc1ccc(S(=O)(=O)NC(=O)C2(C)CCN2C(=O)CC2CCCC2)cc1 (configuration not stated)
51	CCCCCCCCC(=O)NNC(=O)c1c(O)c2ccccc2n(CC)c1=O
entry no.	41	42	43	44	45	46	47	48	49	50	51
HT1080 IDH1KD tx	?	-2%	-15%	-1%	5.8µM*	2%	4%	1%	7%	8%	-18%
KB-V1 cytotox	?	-5%	13%	4%	2.1µM*	?	12%	0%	?	2%	?
IL-1B inflam inh	105	16	8	1	22	-16	5	32	16	-17	4
HT1080-NT tox	?	8%	-27%	6%	?	1%	0%	-1%	1%	29%	-11%
MCF10A rereplic	?	0%	4%	?	?	0%	2%	-4%	12%	.	?
ATXN2 expr inh	?	.	1%	3%	12%	-9%	2%	45%[activator]	-7%	5%	?
S2 tox	i	.	i	i	?	i	i	i	i	i	?
KB-3-1 cytotox	?	11%	10%	1%	0.82µM*	11%	-1%	12%	-1%	0%	-13%
SW480 rereplic	?	-14%	1%	10%[9.22 µM]	3.7µM*	-4%	1%	-7%	4%	.	16%
